From PubChem BioAssay
XBP1 UPR activ = adaptive UPR (XBP1) activation; CHO-XBP1 luciferase reporter, IRE1-XBP1 UPR activation, luminescence; percent of tunicamycin response, DMSO as zero; activation, % at 20 µM; 330,000 compounds, 0.33% hits;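 active = versus positive control, 20 µM dose yields 30% or more activation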;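 also: 100% = tunicamycin at 10 µg/mL and 0% = DMSO only wells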
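Material: CHO-XBP1 cells stably carrying IRE1-XBP1-driven luciferase reporter / Amount: 1000 cells per well / Compound: 20 µM, 1% DMSO / Times: 6 h treatment, 37 °C / Detection: luciferase luminescence / Measure: % activation of reporter signal versus tunicamycin and DMSO controls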
Gli-Sufu antag = Gli-Sufu pathway antagonism. Sufu-KO-LIGHT fibroblasts, Gli luciferase reporter luminescence. inhibition, % at 5 µM. 340,000 compounds, 0.74% hits. AID 588413;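 active = inhibition above about 55%, limit read from the data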;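 also: 0% = DMSO-treated cells and 100% = wells with medium but no cells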
Jurkat NFkB inh = lowers PMA/ionomycin-induced NF-kB signal in Jurkat cells | PMA/ionomycin-induced NF-kB luciferase reporter, luminescence | inhibition, % at 4 µM | 330,000 compounds, 0.53% hits | AID 435003; in the data active = inhibition above about 50%
697 NFkB inh = inhibitors of the PMA/ionomycin-induced NF-kB reporter in 697 B cells; inhibition, % at 4 µM; AID 435022; 697 B-cell NF-kB luciferase reporter, 16 h; 330,000 compounds, 0.33% hits; in the data active = inhibition above about 35%
CCR6 antagonist = CCR6 (human) receptor antagonism; P51684; CHO-K1 CCR6 PathHunter beta-arrestin, luminescence, CCL20-stimulated; inhibition, % at 20 µM; 340,000 compounds, 0.49% hits;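 active = compounds whose inhibition of the agonist-driven luminescence signal at 20 µM reaches about 50%, limit read from the data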;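 also: cells stimulated with CCL20 at 14 nM final; plate controls were DMSO with CCL20 for no effect and DMSO without agonist for full effect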
Target sequence (P51684 whole entry, looked up): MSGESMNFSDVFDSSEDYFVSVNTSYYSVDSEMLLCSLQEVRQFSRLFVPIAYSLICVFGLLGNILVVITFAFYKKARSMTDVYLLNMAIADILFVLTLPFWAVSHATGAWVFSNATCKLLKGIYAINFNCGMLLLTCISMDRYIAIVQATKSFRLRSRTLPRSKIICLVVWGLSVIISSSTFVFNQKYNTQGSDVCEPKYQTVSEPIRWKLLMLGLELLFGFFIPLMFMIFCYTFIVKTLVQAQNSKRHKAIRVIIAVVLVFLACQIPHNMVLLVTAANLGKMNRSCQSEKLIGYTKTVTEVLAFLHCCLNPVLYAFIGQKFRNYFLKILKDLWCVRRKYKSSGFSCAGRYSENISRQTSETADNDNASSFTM
CXCR6 block = CXCR6 (human) receptor inhibition | O00574 | 360,000 compounds, 0.36% hits | inhibition, % at 20 µM | CHO-K1 PathHunter CXCR6 beta-arrestin, luminescence; in the data active = inhibition above about 34%, passing the limit was not always enough;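 also: antagonist mode with CXCL16 agonist at 10 nM final; 0% = 10 nM CXCL16 with DMSO and 100% = unstimulated wells without agonist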
EBI2 block = blocks human EBI2 receptor beta-arrestin signaling. P32249. EBI2 beta-arrestin recruitment, luminescence, 7a,25-OHC stimulated. inhibition, % at 5 µM. 360,000 compounds, 0.81% hits; in the data active = inhibition above about 38%;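 also: enzyme fragment complementation signal reports receptor beta-arrestin coupling in cells; 0% = agonist plus DMSO wells and 100% = wells without agonist; some results beyond the cut were filed as inactive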
Target sequence (P32249 whole entry, looked up, the tested form may be a part): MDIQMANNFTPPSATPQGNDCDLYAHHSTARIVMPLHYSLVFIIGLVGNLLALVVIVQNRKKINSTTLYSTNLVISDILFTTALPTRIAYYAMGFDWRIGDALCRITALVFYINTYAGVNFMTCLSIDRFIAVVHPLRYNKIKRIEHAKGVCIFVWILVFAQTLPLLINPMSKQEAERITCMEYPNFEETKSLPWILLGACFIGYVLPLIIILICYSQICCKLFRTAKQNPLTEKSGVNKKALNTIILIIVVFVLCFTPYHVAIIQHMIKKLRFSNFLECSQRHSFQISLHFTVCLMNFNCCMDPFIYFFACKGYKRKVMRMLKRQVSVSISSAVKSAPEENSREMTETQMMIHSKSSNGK
Mdm2 MdmX PPI = inhibitors of human Mdm2/MdmX interaction; O15151+Q00987; AID 485346; inhibition, % at 8 µM; SaOS-2 split-luciferase Mdm2/MdmX complementation, luminescence; 330,000 compounds, 3% hits;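 active = inhibition of at least 50% at 8 µM in the primary screen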
CHOP UPR activ = activators of apoptotic arm of unfolded protein response (CHOP); CHO-CHOP luciferase reporter, UPR activation, luminescence; percent of tunicamycin response over DMSO baseline; activation, % at 10 µM; 330,000 compounds, 0.34% hits; AID 449763;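 active = at 10 µM dose, activation of 40% or more, normalized to positive control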;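 also: 100% = tunicamycin at 10 µg/mL and 0% = DMSO alone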
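Dosing – one dose, 10 µM in 0.5% DMSO · System – CHO-CHOP cells, stable luciferase reporter of PERK-eIF2a-CHOP signalling · Input – 500 cells/well · Control set – tunicamycin 10 µg/mL final as positive, DMSO-only wells as negative · Timing – 6 h compound treatment, 37 °C · Measure – % activation vs tunicamycin · Technique – luminescence read with Steady-Glo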
* = called active by the depositor; . = no result given. Rows were taken by chance; overall some 5% were active at least once.

Below each compound: XBP1 UPR activ	Gli-Sufu antag	Jurkat NFkB inh	697 NFkB inh	CCR6 antagonist	CXCR6 block	EBI2 block	Mdm2 MdmX PPI	CHOP UPR activ
Cc1cc2cc(CCNC(=O)c3ccc(C)c([N+](=O)[O-])c3)c(=O)[nH]c2cc1C
 : -3	2	1	10	-5	-4	2	20	0.7
CCOC(=O)c1c(C)nc(-c2ccccc2)nc1N
 : 1	-87	-79	-114	-10	-6	-4	-61	0.6
COc1cccc(COC(=O)c2cc(S(=O)(=O)N3CCOCC3)ccc2Cl)c1OC
 : .	4	.	.	-7	-10	5	.	.
CN1C=C(C(F)(F)F)C=C/C1=C(\C#N)c1nnc2n1CCCCC2
 : -3	7	14	-4	-15	2	-10	20	1.3
CCOC(=O)c1nnn(CC(=O)N2N=C(c3ccccc3)CC2c2ccccc2)c1C(=O)OCC (configuration not stated)
 : 0	11	-7	-21	9	6	3	12	0.9
C=CCSc1nnc(-c2cnn(-c3ccccc3)c2-n2cccc2)n1C
 : 1	6	2	-8	12	-6	-2	-9	-1.4
CS(=O)(=O)Nc1ccc([N+](=O)[O-])cc1Oc1ccccc1
 : -5	11	10	23	27	2	-7	-13	1.5
O=C(c1ccc(CN2CCc3ccccc3C2)cc1)N1CCN(c2ccc(F)cc2)CC1
 : 0	-9	9	-39	7	5	8	27	1.1
CC1(C)N=C(N)NC(Nc2ccc(Br)cc2)=N1
 : 1	9	13	24	0	-4	-2	19	0.3
Cc1cc(C)nc(SCC(=O)c2ccc(C)c(C)c2)n1
 : 2	19	-4	-24	10	6	2	-5	2.0
O=C(Nc1ccc2c(c1)nc1n2CCN(C2CCCCC2)C1)NC1CCCCC1
 : 0	.	-57	-21	.	.	.	-5	0.1
COC(=O)COc1ccc(S(=O)(=O)Nc2ccc(C(N)=O)cc2)cc1
 : 1	-9	1	-20	-3	0	5	0	-0.1
COc1ccc(-c2nc(-c3ccc(NC(=O)c4ccc(Br)o4)cc3)no2)cc1OC
 : 35*	-17	-62	-40	3	-4	-29	78*	30
CCc1cc(Cn2nc(-c3ccccc3)cc2C(=O)NCc2cccc(C(F)(F)F)c2)on1
 : -1	-5	12	8	-4	-5	6	29	1.9
COc1ccc(-c2cn3cccnc3n2)cc1NC(=O)C1CC1
 : -1	-1	-12	3	1	0	-5	-7	-0.5
NC(=O)NC(Cc1ccccc1)C(=O)NCC1(N2CCCCC2)CCCCC1 (configuration not stated)
 : -1	-15	3	5	-7	-3	-12	-5	1.0
Clc1ccc(-c2cc(COc3ccccc3)on2)cc1
 : 2	-36	-29	-37	21	-4	3	-26	3.5
CCC(CC)CN1CCC(CN2C(=O)C(=O)NC[C@@H]2[C@@H](C)CC)CC1
 : .	19	.	.	0	-4	-1	.	.
COc1ccccc1N1CCN(C(c2cccs2)C(C)NC(=O)c2ccco2)CC1 (configuration not stated)
 : 0	-3	-6	2	18	1	5	-14	0.3
CC(C)(C)C1CCC(OC(=O)c2ccncc2)CC1 (configuration not stated)
 : -2	1	-5	-5	-16	-17	-22	-13	1.7
O=C(Nc1cc(C(F)(F)F)ccc1N1CCOCC1)c1cccc(F)c1
 : -2	-17	-15	-14	3	5	7	5	0.7
O=C(Nc1ccsc1C(=O)N1CCCCCC1)c1ccccc1
 : 0	-1	1	-55	-4	9	-4	-4	-1.1
CCOCCCNC(=O)Cc1ccc(F)cc1
 : -2	.	2	15	.	.	.	-15	-2.5
Cc1nc(NC(=O)c2cc3c(C)nn(-c4ccccc4)c3s2)sc1C(=O)Nc1ccccc1
 : 49*	-7	-8	4	-6	-2	6	38	1.0
Cc1cc(C(=O)NN=C2CCCCC2)c2ccccc2n1
 : .	6	.	.	-9	-2	-9	.	.
O=C(CCc1ccccc1)NNC(=S)NC(=O)c1ccccc1
 : 4	-2	11	3	69*	26	-3	24	0.1
COc1ccc(Cc2noc(CN(C)CC3(N4CCOCC4)CCCCC3)n2)cc1OC
 : 0	21	3	-1	-12	-20	8	-11	1.5
COc1ccc(N(C(=O)c2cnccn2)C(C(=O)NCc2ccccc2)c2ccc(O)cc2)cc1 (configuration not stated)
 : 5	-46	-31	-2	-11	11	0	0	11
COc1cccc(-n2nnc3c(=O)n(CC(=O)N4CCC(Cc5ccccc5)CC4)cnc32)c1
 : -2	29	10	22	12	0	10	12	-0.8
CC(C)c1ccc(NC(=O)c2cc(S(=O)(=O)N3CCCCC3)c[nH]2)cc1
 : 0	1	0	-2	-5	3	-2	16	2.6
COc1ccc(N(Cc2cc3cccc(C)c3[nH]c2=O)S(C)(=O)=O)cc1
 : 1	0	-6	-4	-1	-10	1	23	0.0
CC(=O)c1cc2c(s1)-c1cc(F)ccc1OC2
 : 4	-7	-7	6	8	-9	1	-13	0.8
CCc1ccc(NC(=O)C2CCCN2C(=O)NC2CCCCC2)cc1 (configuration not stated)
 : -2	-13	-7	-12	3	8	-21	18	-1.2
O=C(COC(=O)c1ccc(S(=O)(=O)N2CCCC2)cc1)NCc1ccccc1
 : -2	-4	9	19	2	-10	1	26	-0.1
c1ccc(CSc2nnc3ccc(-c4ccco4)nn23)nc1
 : 0	1	-9	-35	2	4	-9	-27	0.6
COC(=O)c1ccc(COc2c(F)c(F)cc(F)c2F)o1
 : 2	-1	1	4	4	8	0	7	-0.2
Brc1ccc2[nH]c3c(N4CCc5ccccc5C4)ncnc3c2c1
 : 2	72*	-6	-35	21	.	.	69*	6.7
CC(=O)NC1(C(F)(F)F)NC(=O)N(c2ccc(F)cc2)C1=O (configuration not stated)
 : 1	-12	-15	17	-8	-4	1	9	0.2
Cc1ccsc1/C=N/NC(=O)c1ccc2ccccc2c1
 : -3	-76	-6	-64	3	-1	2	10	5.6
Cc1ccc(CN2CC(C(=O)Nc3ccc(S(=O)(=O)N4CCCCC4)cc3)CC2=O)cc1 (configuration not stated)
 : -3	-3	5	-8	18	-10	50*	17	0.6
CC1=C(C)C(c2ccccc2)NC(=S)N1 (configuration not stated)
 : -1	-4	8	8	4	12	5	9	-0.3
CCOc1ccc(N=C2NC(=O)S/C2=C\c2ccc(OC)cc2)cc1
 : 1	1	0	1	21	5	4	-8	-3.7
Cc1cc(=O)[nH]c(NCCO)n1
 : 0	6	2	-1	16	2	-6	14	1.2
COC(=O)C(Cc1ccc(O)cc1)NC(=O)C(CC(=O)OC(C)(C)C)NC(=O)OC(C)(C)C (configuration not stated)
 : -2	3	-5	12	1	-7	5	18	-0.5
CCOC(=O)/C(O)=C(\C#N)c1nc2ccccc2[nH]1
 : -1	0	2	4	-12	-3	-4	31	0.8
CN1CCC(=C(c2ccc(Cl)cc2)c2ccccn2)CC1
 : 3	8	-1	-6	-3	8	8	-6	16
COc1ccc(C(=O)NC2CC2)cc1OC1CCN(Cc2cc(C)c(C)cc2C)CC1
 : -3	22	12	5	13	-2	-11	23	0.5
Cc1cc(C)c(C(=O)O)c(Cl)n1
 : -1	26	10	16	2	0	-5	8	-0.9
Cc1cc(SCC(=O)NC2CCCCC2)nc2ccccc12
 : -4	1	-4	3	18	-13	6	3	-0.4
COC(=O)/C(C#N)=C/c1ccc(N2CCOCC2)c([N+](=O)[O-])c1
 : 0	-4	-11	13	-13	6	-5	37	0.5
Cc1cc(NC(=O)c2cccc3c2C(=O)N(C2CCCCC2)C3)ccc1Br
 : -2	.	-16	9	19	2	1	23	1.1
Cc1cc(NC(=O)CSCC(=O)Nc2cc(Cl)ccc2N2CCN(C)CC2)no1
 : -3	1	-2	-6	11	-4	-5	17	0.5
COC(=O)c1ccc(S(=O)(=O)NCCSc2nnc3c4ccccc4n(C)c3n2)cc1
 : 2	10	0	16	0	-6	5	14	0.1
CCCCn1c(N)c(N(CCOC)C(=O)c2ccc(Br)s2)c(=O)[nH]c1=O
 : 0	-2	-5	13	10	0	0	-1	-0.4
O=C(Nc1ccc(N2CCCC2)c(Cl)c1)c1ccc(Br)o1
 : 4	-2	-29	-17	7	1	7	-35	7.7
O=C(NCc1ccco1)c1cnn2c(C(F)(F)F)cc(-c3ccco3)nc12
 : 0	-4	11	5	-9	10	6	16	-1.2
O=C(CN1CCC(NC(=O)C2CCCCC2)CC1)Nc1cccc(F)c1
 : 2	16	-2	2	13	10	-1	-3	1.7
CC(C)CCn1c(SCC#N)nc2c(sc3ccccc32)c1=O
 : 1	5	0	-26	9	-2	0	27	1.7
COc1cc(NC(=O)c2cc(C)no2)cc(OC)c1OC
 : -2	10	-19	-1	8	-18	-4	14	-0.2
CN(C)c1oc(-c2cccs2)nc1C#N
 : -4	-2	-15	-4	2	-3	-1	9	3.3

(more compounds)
Below each compound: XBP1 UPR activ	Gli-Sufu antag	Jurkat NFkB inh	697 NFkB inh	CCR6 antagonist	CXCR6 block	EBI2 block	Mdm2 MdmX PPI	CHOP UPR activ
CCC1=[N+](C)CCn2c(C)ccc21
 : -3	0	-1	-3	16	4	-13	10	-1.5
O=C(O)CN1C(=O)/C(=C\c2cccc(OCc3ccc(Cl)cc3Cl)c2)SC1=S
 : -1	-68	-3	-114	13	5	7	-13	3.7
COc1cccc(NC(=O)c2nc(S(C)(=O)=O)ncc2Cl)c1
 : -11	30	22	-21	44	37	2	96*	-2.5
Cc1cccc(NC(=O)CSCC(=O)Nc2ccccc2N2CCCC2)c1
 : 0	-9	14	-4	9	-2	-1	25	0.6
O=C(Nc1cc(C(F)(F)F)ccc1Cl)c1ccc(NC(=O)C(F)(F)F)cc1
 : -1	-6	-16	1	-5	-5	16	-12	0.8
CC1CCN(Cc2c(O)ccc3c2O/C(=C\c2ccco2)C3=O)CC1
 : 0	1	0	-14	11	3	-15	3	0.7
Cc1cc(C)cc(NC(=O)Cn2cc(C=O)c3ccccc32)c1
 : -3	-8	-3	-5	15	4	-1	18	0.5
CCc1ccc(NC(=O)CSc2nnc(Cc3cccn3C)n2-c2ccc(OC)cc2)cc1
 : -5	-14	5	23	8	-2	26	0	0.6
C=CCn1c(SCC(=O)Nc2ccccc2)nc2scc(-c3cccs3)c2c1=O
 : 1	-16	-23	-32	7	3	17	6	-1.2
O=C(O)CSc1nc(-c2ccc(Cl)cc2)nc2c1oc1ccccc12
 : .	6	.	.	1	3	-4	.	.
COc1ccc(C(=O)COC(=O)c2cc(S(=O)(=O)NCc3ccccc3)ccc2O)cc1
 : -1	12	-3	-9	4	9	2	-14	0.0
COCCN(C(=O)COC(=O)c1ccc(Cl)nc1)c1c(N)n(Cc2ccccc2)c(=O)[nH]c1=O
 : -2	-8	8	10	6	-8	2	0	0.3
CCN(CC)CC(=O)NC1CCCc2c1cnn2-c1cc(F)cc(F)c1 (configuration not stated)
 : .	-2	.	.	8	0	-5	.	.
CCC(CC)C(=O)Nc1cccc(C(=O)Nc2ccc3c(c2)OCO3)c1
 : 0	-35	-49	-27	25	1	-1	-7	8.1

As entered above.
CCOC(=O)c1c(C)nc(-c2ccccc2)nc1N @ Gli-Sufu antag: -87
O=C(CN1CCC(NC(=O)C2CCCCC2)CC1)Nc1cccc(F)c1 @ CXCR6 block: 10
